Compound activity from PubChem BioAssay.
OTUD3 inh – inhibitors of human OTUD3 deubiquitinase; 0.7% of 47,000 active; Q5T2D3; purified OTUD3, Ub-rhodamine fluorescence, 2 h; AID 1645858; inhibition, % at 25 µM
Target sequence (Q5T2D3 whole entry, looked up): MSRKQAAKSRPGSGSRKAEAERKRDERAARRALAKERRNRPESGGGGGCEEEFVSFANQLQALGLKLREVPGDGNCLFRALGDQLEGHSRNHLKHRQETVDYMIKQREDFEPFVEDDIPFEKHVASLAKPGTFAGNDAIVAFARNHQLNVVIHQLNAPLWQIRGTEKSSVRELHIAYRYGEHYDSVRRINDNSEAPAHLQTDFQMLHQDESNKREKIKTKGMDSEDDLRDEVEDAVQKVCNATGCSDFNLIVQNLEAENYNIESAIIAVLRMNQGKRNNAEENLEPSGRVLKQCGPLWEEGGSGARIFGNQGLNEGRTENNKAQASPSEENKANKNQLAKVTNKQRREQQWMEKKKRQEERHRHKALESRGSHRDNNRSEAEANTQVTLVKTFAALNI
USP8 inh – blocks human USP8 ubiquitin-rhodamine cleavage; P40818; purified USP8, Ub-rhodamine cleavage fluorescence, 30 min; inhibition, % at 20 µM; 4.2% of 47,000 active; AID 1645853
USP10 block – inhibitors of human USP10 deubiquitinase | Q14694 | purified USP10, Ub-rhodamine fluorescence, 60 min | inhibition, % at 20 µM | 1.1% of 47,000 active | AID 1645856
USP17 inh – inhibitors of human USP17 deubiquitinase | inhibition, % at 50 µM | purified USP17, Ub-rhodamine cleavage fluorescence, 3 h | AID 1645855 | 6.5% of 47,000 active
USP30 inh – blocks human USP30 ubiquitin-rhodamine cleavage. inhibition, % at 25 µM. Q70CQ3. 5.3% of 47,000 active. purified USP30, Ub-rhodamine cleavage fluorescence
USP28 inh – blocks human USP28 ubiquitin-rhodamine cleavage. purified USP28, Ub-rhodamine cleavage fluorescence, 30 min. inhibition, % at 25 µM. 3% of 47,000 active. Q96RU2
UCHL1 inh – human UCHL1 deubiquitinase inhibition; P09936; purified UCHL1, Ub-rhodamine cleavage fluorescence; inhibition, % at 20 µM; 0.2% of 47,000 active; AID 1645859
Target sequence (P09936 whole entry, looked up): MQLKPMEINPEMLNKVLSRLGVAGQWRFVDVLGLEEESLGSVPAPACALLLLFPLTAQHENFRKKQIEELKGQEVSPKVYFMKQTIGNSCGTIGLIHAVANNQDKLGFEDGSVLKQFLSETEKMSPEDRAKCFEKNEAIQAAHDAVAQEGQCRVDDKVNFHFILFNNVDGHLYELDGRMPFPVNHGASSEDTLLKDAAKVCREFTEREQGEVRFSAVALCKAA
USP7 inh – human USP7 deubiquitinase inhibition; purified USP7, Ub-rhodamine cleavage fluorescence; inhibition, % at 20 µM; 0.3% of 47,000 active; AID 1645854
Active calls of the source: *; i = inactive; x = not tested or not shown. Cut-off read from the data, not from the text of the source: active = inhibition above about 30%; inactive = the rest.

UCHL1 inh | USP10 block | OTUD3 inh | USP30 inh | USP28 inh | USP17 inh | USP8 inh | USP7 inh | mol
7.4 | 3.3 | 13.7 | 8.6 | 3.8 | 16.0 | 31.2* | 8.2 | CC1CCc2c(sc3nc(CN4CCOCC4)nc(Nc4ccc(C(C)(C)C)cc4)c23)C1 (stereo not drawn)
-0.8 | -0.2 | -7.4 | -13.0 | -2.0 | -5.6 | 5.8 | 1.0 | CNc1nc(C2CCCCN2C(=O)c2ccccc2)nc2c1CN(C(C)=O)CC2 (stereo not drawn)
0.1 | 0.0 | 6.9 | 12.8 | 29.2 | 10.9 | -1.9 | x | O=C(NCCN1CCOCC1)c1ccc2ccccc2n1
2.2 | 6.8 | 2.6 | 24.1 | 16.5 | 4.7 | 8.2 | -5.8 | CC(C)C(=O)N1CCC(c2nc3c(nnn3Cc3ccc(Cl)cc3Cl)c(=O)[nH]2)CC1
1.0 | 1.3 | 10.1 | 10.1 | 5.1 | -0.4 | -25.0 | 5.1 | CC(C)NC(=O)N1C[C@H]2N(c3ncccn3)CCC[C@@]2(C(=O)NCC2CC2)C1
-4.8 | -1.5 | -0.9 | x | x | 16.4 | -8.8 | -0.7 | CCOC(=O)c1cc(C(=O)Nc2cccc(C(F)(F)F)c2)n2ccc(C)cc12
0.1 | -0.4 | 6.5 | -3.3 | -7.6 | -14.9 | -67.8 | -1.9 | Cn1cc(N2CCC3(CCN(Cc4ccccn4)CC3)C2=O)cn1
2.6 | 6.4 | -4.0 | 0.2 | -4.6 | -8.9 | 10.4 | 5.8 | COc1cccc2cc(C(=O)NCCOC34CC5CC(CC(C5)C3)C4)c(=O)oc12
-1.5 | -0.2 | -0.5 | -62.9 | -3.5 | -7.1 | -5.3 | 0.1 | O=C(c1ccc(-n2cccn2)nc1)N1CCC(c2ccn[nH]2)C1 (stereo not drawn)
6.9 | 3.6 | -7.3 | -14.3 | -5.4 | -8.4 | -0.5 | -2.5 | CC1CCc2c(sc3nc(CN4CCOCC4)nc(Oc4ccc5c(c4)OCO5)c23)C1 (stereo not drawn)
1.5 | 2.1 | 7.1 | 4.2 | 2.7 | -22.2 | -74.1 | -3.1 | COc1cccc(CNC(=O)CC(c2cccc(F)c2)n2cccc2)c1 (stereo not drawn)
7.2 | 1.6 | 7.7 | 17.0 | 33.4* | 18.8 | 18.0 | -7.0 | CC(=O)c1cccc(NC(=O)c2sc(-c3ccccc3)nc2C)c1
-2.9 | 0.1 | -17.1 | 3.9 | 6.8 | 10.0 | -0.8 | -18.9 | CC(C)CCn1c(=O)c2ccccc2n2c(CCC(=O)NCCc3c[nH]c4ccccc34)nnc12
4.8 | -2.4 | 1.1 | 38.5* | -4.8 | -11.6 | -14.6 | 9.3 | CCN(CC)S(=O)(=O)c1ccc2c(c1)nc(CCC(=O)Nc1ccc(C)c(Cl)c1)n2CC
-2.5 | -6.8 | -12.5 | -6.2 | -10.1 | -17.3 | -1.6 | -7.5 | COc1ccccc1N(CC(=O)NCc1cccnc1)S(=O)(=O)c1ccc(C)cc1
-1.3 | 7.8 | 9.3 | 21.5 | 3.2 | x | 28.1 | 3.0 | Cc1cccc(C(C)C)c1NC(=O)Cn1c(COc2ccccc2)nc2ccccc21
0.1 | -0.5 | -10.5 | -20.2 | -14.2 | -21.8 | -2.2 | -0.7 | CC(C)(C)c1nc(SCc2nc(N)nc(Nc3ccccc3)n2)n[nH]1
-3.0 | -2.0 | -0.2 | -29.4 | -22.6 | 0.0 | 3.4 | -3.9 | COc1ccc(NC(=O)Cn2c(=O)n(CCCC(=O)NC3CCN(Cc4ccccc4)CC3)c(=O)c3ccccc32)cc1Cl
-2.3 | -6.5 | -0.5 | -0.9 | 12.2 | 4.8 | 24.0 | -9.3 | O=C(CSc1ncnc2ccccc12)Nc1ccccc1C(=O)c1ccccc1
-7.2 | -6.6 | 3.5 | -0.3 | 0.5 | 4.8 | -25.8 | -8.5 | C[C@@H]1[C@H]2CC(C)(C)C[C@H]2[C@H](O)C2=C(C(=O)OC2)[C@@H]1O
0.9 | 1.5 | 1.0 | 9.2 | 1.4 | -1.1 | -14.7 | -10.4 | Cc1ccc(NS(=O)(=O)c2cc(-c3[nH]ncc3C(=O)N3CCOCC3)oc2C)cc1F
5.0 | 1.8 | 9.0 | 13.0 | 18.8 | 15.8 | 19.4 | 2.4 | COc1cc(NC(=O)CNC(c2ccccc2)c2ccccc2)cc(OC)c1OC
-7.1 | -4.2 | 10.1 | -15.7 | 13.0 | 42.2* | -10.8 | -9.0 | Cc1noc(-c2cc3c(ccc4ccccc43)oc2=O)n1
2.2 | 22.5 | 17.5 | 54.7* | 34.1* | 32.9* | 2.5 | 8.1 | COc1ccc2c(c1)CCc1c-2n[nH]c1C(=O)Nc1cc(C)on1
-9.2 | -3.7 | -152.8 | i | -157.8 | -187.2 | -311.5 | -14.3 | COCCCN1CCn2c(nc3cc(C(=O)NC4CCCCC4)ccc32)C1
-3.3 | -2.2 | -0.5 | -4.2 | -3.2 | -11.2 | -11.3 | 1.2 | O=C(C1CCN(S(=O)(=O)c2ccc(Cl)cc2)CC1)N1CCOCC1
-0.3 | -0.1 | 12.1 | 19.9 | 19.5 | 13.0 | 10.7 | 1.7 | CCOc1ccc(-c2nnn(CC(=O)N3CCCCC3)n2)cc1
-1.1 | 0.0 | -10.8 | 10.2 | -2.4 | 8.7 | 7.6 | 1.9 | CCN(CC)CCOC(=O)c1ccc(NC(=O)c2cc3ccccc3oc2=O)cc1
1.4 | 2.9 | 19.2 | 22.9 | 14.6 | x | 22.8 | 10.4 | COc1cc2oc(=O)c(CC(=O)N[C@H](C(=O)O)C(C)C)c(C)c2cc1OC
-1.6 | 1.3 | -4.3 | -7.0 | 1.9 | -31.2 | -5.5 | -0.2 | CCN1C(=O)[C@H]2CN(C(=O)N(C)C)C[C@H]2C12CCN(C(=O)c1cccnc1)CC2
1.0 | 2.0 | 5.3 | 0.0 | -0.2 | 8.0 | 0.9 | 1.0 | CC(NC(=O)c1cccnc1)c1nc(-c2ccccc2)no1 (stereo not drawn)
0.2 | -0.1 | 4.9 | 0.3 | 5.1 | 10.3 | 1.6 | -1.2 | CC(C)Oc1ccc(CNCc2ccc(C(=O)O)s2)cc1
-3.0 | 1.4 | -6.1 | -5.5 | -3.8 | -9.0 | -3.4 | -2.6 | CC12CCN(CC3CCCCC3)CCN1C(=O)N(Cc1ccccn1)C2=O (stereo not drawn)
3.0 | 2.7 | -0.6 | 0.6 | 0.1 | -11.3 | -12.7 | -3.4 | Cc1cc(F)ccc1NC(=O)c1cccnc1N1CCNC(c2ccccc2)C1 (stereo not drawn)
0.6 | 6.5 | -3.0 | 16.7 | -1.4 | 13.1 | -9.3 | -6.3 | Fc1cccc(Cl)c1COc1cccc(-c2ccnc(-c3ccncc3)n2)c1
-1.8 | 1.2 | -6.9 | -14.1 | -4.2 | -15.4 | 6.9 | 0.0 | COc1cccc(C2=NO[C@]3(C(=O)Nc4ccccc43)[C@H]2C(=O)c2ccco2)c1OC
1.6 | 0.3 | -0.1 | -17.7 | 0.6 | 5.0 | 7.7 | 3.1 | c1ccc(Oc2ccc(-c3ccc4ccccc4n3)cc2)cc1
2.6 | 2.3 | 0.6 | x | x | 4.2 | 0.9 | 5.2 | Cc1ncsc1CN1CC[C@H]2C[C@H](C(=O)NC3CC3)O[C@@H]2C1
13.5 | 40.6* | 4.0 | 10.5 | 11.6 | 94.1* | 90.2* | 31.6* | CC1=C(C)C(c2c(-c3ccc(C)cc3)[nH]c3ccccc23)N(C(C)(C)C)C1=O (stereo not drawn)
1.6 | 4.4 | 9.9 | 27.1 | 11.9 | 19.4 | 39.6* | 7.8 | Cc1ccc(-n2nnc(C(=O)Nc3ccc(C)c(C)c3)c2C)cc1
-0.4 | -2.1 | -4.0 | -7.3 | -3.1 | -2.5 | -4.0 | -7.7 | CC(C)CCC(=O)N1C[C@@H]2c3nc(Nc4ccccc4)ncc3CS(=O)(=O)[C@@H]2C1
3.6 | 2.6 | 5.0 | 13.3 | 4.2 | -3.5 | 8.5 | 7.4 | Cc1ccc(NS(=O)(=O)c2ccc3c(c2)NC(=O)CC(C)S3)cc1 (stereo not drawn)
1.1 | 5.4 | 1.4 | 16.0 | 7.7 | 6.8 | 10.1 | 6.0 | COc1ccc(C(=O)C2CC2c2ccc(Cl)cc2)cc1 (stereo not drawn)
1.1 | 0.8 | 12.4 | 29.7 | 35.5* | 9.1 | 2.4 | 0.5 | COc1ccccc1C(=O)Nc1ccc(Cc2ccncc2)cc1
-0.1 | 6.5 | -10.3 | -0.1 | -6.2 | -1.9 | 11.4 | -11.7 | Cc1c(-c2ccccc2)c(=O)oc2cc(OC(=O)c3cccs3)ccc12
-5.6 | -0.7 | -6.8 | -26.4 | -13.4 | -2.0 | -0.5 | -5.0 | CCN1CCN(c2ccc(NC(=O)c3cccc(Cl)c3)cn2)C1=O
0.5 | -4.2 | 2.5 | -13.1 | 1.1 | -51.3 | 0.7 | 0.0 | COCCN1CCn2c1nc(-c1ccccc1)cc2=O
-1.8 | 0.1 | 0.1 | 25.7 | 2.1 | 12.5 | -9.6 | 0.0 | O=C(NC1CCCC1)C1CCC(Cn2c(=O)c3ccccc3n(Cc3cccc([N+](=O)[O-])c3)c2=O)CC1 (stereo not drawn)
-1.7 | 0.2 | -8.7 | -6.5 | -12.2 | -3.3 | -0.8 | -1.1 | CC1(C)[C@H](Cc2cc(-c3ccccc3)on2)C[C@@H]1NC(=O)C1CC1
-159.5 | -3.4 | -14.6 | -33.0 | 9.9 | 17.0 | 65.2* | -150.4 | COc1ccc(O)c(C(=O)c2cc(C#N)c(=O)n(-c3cccc(C(F)(F)F)c3)c2)c1

At a glance, some entries already given.
UCHL1 inh | USP10 block | OTUD3 inh | USP30 inh | USP28 inh | USP17 inh | USP8 inh | USP7 inh | mol
1.1 | 0.8 | 12.4 | 29.7 | 35.5* | 9.1 | 2.4 | 0.5 | COc1ccccc1C(=O)Nc1ccc(Cc2ccncc2)cc1
-0.1 | 6.5 | -10.3 | -0.1 | -6.2 | -1.9 | 11.4 | -11.7 | Cc1c(-c2ccccc2)c(=O)oc2cc(OC(=O)c3cccs3)ccc12
-5.6 | -0.7 | -6.8 | -26.4 | -13.4 | -2.0 | -0.5 | -5.0 | CCN1CCN(c2ccc(NC(=O)c3cccc(Cl)c3)cn2)C1=O
0.5 | -4.2 | 2.5 | -13.1 | 1.1 | -51.3 | 0.7 | 0.0 | COCCN1CCn2c1nc(-c1ccccc1)cc2=O
-1.8 | 0.1 | 0.1 | 25.7 | 2.1 | 12.5 | -9.6 | 0.0 | O=C(NC1CCCC1)C1CCC(Cn2c(=O)c3ccccc3n(Cc3cccc([N+](=O)[O-])c3)c2=O)CC1 (stereo not drawn)
-1.7 | 0.2 | -8.7 | -6.5 | -12.2 | -3.3 | -0.8 | -1.1 | CC1(C)[C@H](Cc2cc(-c3ccccc3)on2)C[C@@H]1NC(=O)C1CC1
-159.5 | -3.4 | -14.6 | -33.0 | 9.9 | 17.0 | 65.2* | -150.4 | COc1ccc(O)c(C(=O)c2cc(C#N)c(=O)n(-c3cccc(C(F)(F)F)c3)c2)c1

Continuation:
UCHL1 inh | USP10 block | OTUD3 inh | USP30 inh | USP28 inh | USP17 inh | USP8 inh | USP7 inh | mol
-7.4 | -6.0 | -8.8 | -41.3 | -15.1 | -17.8 | -5.2 | -0.6 | COc1cccc(C(=O)N2CCN(C3CCN(Cc4c(C)noc4C)CC3)C(=O)C2)c1C
-9.2 | -5.3 | -8.0 | x | x | -23.7 | -24.6 | -17.1 | Cc1nc2nnnn2c(C)c1C/C=C/c1ccccc1
0.5 | 1.1 | 4.4 | 11.6 | 9.7 | 9.0 | 23.3 | 5.7 | Cc1c(S(=O)(=O)Nc2ccccc2F)cc(C(=O)N2CCCCC2)n1C
2.0 | 5.2 | 19.9 | 1.3 | 2.1 | -16.8 | -313.8 | 2.7 | Cc1cc(NS(=O)(=O)c2ccc(NC(=O)c3ccccc3Br)cc2)no1
-1.0 | 2.8 | 0.4 | -3.7 | 4.1 | 1.1 | 12.3 | -8.0 | O=C1CC(c2noc(C3(c4ccccc4)CC3)n2)CN1c1ccccc1 (stereo not drawn)
-2.6 | -0.2 | -7.4 | 5.1 | -11.5 | 1.6 | 0.2 | -0.1 | COc1ccccc1NC(=O)N1CCCN(C(=O)c2cccs2)CC1
-3.5 | -1.3 | -5.2 | -24.2 | -5.9 | -3.9 | 1.8 | 0.0 | O=C(Cn1cnnn1)N1CCCC1c1nc2ccccc2s1 (stereo not drawn)
2.7 | 1.9 | 1.1 | 1.0 | 6.9 | 24.8 | 21.4 | -5.9 | Cc1ccccc1CC(=O)Nc1cnc(-c2ccccc2)nc1
-1.6 | -8.0 | -3.2 | -30.1 | -7.3 | -8.2 | -7.1 | 0.6 | CC(=O)c1cccc(NC(=O)c2nc3ccccc3nc2N2CCOCC2)c1
0.0 | -0.9 | -0.5 | -126.3 | -41.6 | -70.3 | -47.6 | 4.4 | CCOC(=O)Cc1cc(=O)n2[nH]c(-c3ccc(Cl)cc3)cc2n1
